# Salmonella PhoP GFP: PhoP-dependent GFP reporter repression – Salmonella Typhimurium, primary screen (AID 1863) | S. Typhimurium PhoP-regulated promoter GFP reporter, 4 h; higher % means a stronger effect | inhibition, % at 50 µM, or IC50 in µM where a hit was titrated | 300,000 tested, 0.16% active;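 active = inhibition over 29.93%, a cutoff 3 SD above the screen mean, later confirmed by dose response; inconclusive = inhibition over 29.93% but no dose response follow-up; inactive = inhibition at most 29.93% or unconfirmed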;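 also: 0% = low Mg2+ inducing control and 100% = high Mg2+ repressing control; strong numbers were not always called active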
# KOR beta-arrestin-1: KOR antagonists, beta-arrestin recruitment, cell-based, luminescence, uHTS (AID 1778); KOR beta-arrestin recruitment, luminescence, antagonist mode; higher % means a stronger effect; one-dose inhibition, % at 10 µM; IC50 in µM for titrated hits; 290,000 tested, 0.091% active; in the data active = inhibition above about 50%; also: strong numbers were not always called active
# NTR1 ag: NTR1-driven beta-arrestin-GFP spot formation – imaging, U2OS cells, high content, primary screen (AID 493036). activation, % at 20 µM. agonist mode. P30989. 330,000 tested, 0.17% active;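 active = activation at or above 40% of the spot to cytoplasm intensity ratio, with at least 20 cells analyzed; inconclusive = wells under 20 cells, flagged as cytotoxic or low count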;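 also: 0% = DMSO without peptide and 100% = 100 nM NTR1 peptide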
# Target sequence (P30989 whole entry, looked up): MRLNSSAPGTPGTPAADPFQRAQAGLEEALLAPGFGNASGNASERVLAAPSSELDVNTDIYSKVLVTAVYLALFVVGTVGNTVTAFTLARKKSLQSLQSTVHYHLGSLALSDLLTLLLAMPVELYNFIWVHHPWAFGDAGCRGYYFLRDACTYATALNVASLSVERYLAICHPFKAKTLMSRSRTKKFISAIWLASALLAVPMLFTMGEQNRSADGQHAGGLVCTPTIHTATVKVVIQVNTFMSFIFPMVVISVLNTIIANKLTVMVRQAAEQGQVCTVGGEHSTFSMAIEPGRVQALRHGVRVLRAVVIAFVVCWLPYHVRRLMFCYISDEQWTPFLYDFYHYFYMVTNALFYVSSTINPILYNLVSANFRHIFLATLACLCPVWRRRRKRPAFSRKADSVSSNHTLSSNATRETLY
# GPR35 antagonists: inhibition of zaprinast-stimulated GPR35 beta-arrestin translocation – imaging, U2OS, beta-arrestin-GFP, zaprinast agonist, primary screen (AID 2058); 290,000 tested, 0.052% active; inhibition, % at 10 µM, or IC50 in µM where a hit was titrated; U2OS GPR35 beta-arrestin-GFP translocation imaging, zaprinast antagonism; higher % means a stronger effect;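 active = inhibition of at least 50% with at least 30 cells and total cytoplasm GFP at most 10,000,000; inconclusive = under 30 cells or total GFP of 10,000,000 plus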
# KOR beta-arrestin-2: kappa opioid receptor activators – cell-based, luminescence, uHTS, primary screen (AID 1777) | KOR beta-arrestin recruitment, luminescence; higher % means a stronger effect | activation, % at 10 µM; hits with a dose series show EC50 in µM | 280,000 tested, 0.02% active; in the data active = activation above about 50%, passing the limit was not always enough; also: a part of the inactive calls stands beside numbers as strong as those of hits
# GPR55 activation: selective activators of receptor GPR55 – imaging, U2OS cells, beta-arrestin-GFP redistribution, primary screen (AID 1961). U2OS GPR55 beta-arrestin-GFP redistribution imaging; higher % means a stronger effect. 290,000 tested, 0.048% active. one-dose activation, % at 10 µM; EC50 in µM for titrated hits;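 active = activation above 40% with more than 50 cells counted in the well; inconclusive = wells holding fewer than 50 cells, flagged as toxic or sparse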;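 also: U2OS osteosarcoma cells stably expressing GPR55 and beta-arrestin-GFP; plate controls were DMSO negative control for no effect and LPI positive control for full effect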
# West Nile antiviral: West Nile virus antiviral activity, cell-based, CPE readout (AID 1621); West Nile virus-infected cells, CPE inhibition; higher % means a stronger effect; CPE inhibition, % at 10 µM, or IC50 in µM where a hit was titrated; 290,000 tested, 0.02% active; in the data active = a potency from the dose series; inconclusive = CPE inhibition mostly from about 3.7% at the one dose, without a potency; inactive = the rest, 99 in 100 with CPE inhibition below about 2.2%; also: strong numbers were not always called active
# T cell HTS: modulates CD8 T cell binding to vesicles; 2C CD8+ T cell-vesicle binding, flow cytometry; hits give low values; calls only at 7 µM; 330,000 tested, 0.068% active;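 active = response, share of CD8 T cells binding vesicles, and their 90th percentile fluorescence all below set limits, cut at about 80% in these data, passing the limit was not always enough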
#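 Also added: QL9-peptide-loaded Drosophila micro-vesicles bearing Ld, ICAM-1 and B7-1; Test system: purified 2C TCR transgenic mouse naive CD8+ T cells; Measured by: cytometric PE anti-B7-1 and Alexa647 anti-CD8 signals after 1% paraformaldehyde fixation; Timing: binding step 1.5 h, 37 °C, antibody labelling 20 min, ice.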
# GPR55 antagonists: GPR55 antagonists blocking LPI-driven arrestin recruitment, primary screen, imaging, U2OS, beta-arrestin-GFP, LPI agonist (AID 2013) | U2OS GPR55 beta-arrestin-GFP translocation imaging, LPI antagonism; higher % means a stronger effect | inhibition, % at 10 µM, or IC50 in µM where a hit was titrated | 290,000 tested, 0.13% active;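 active = spots per cell inhibited over 60%, with over 100 cells counted and total cytoplasm intensity under 500,000; inconclusive = wells with under 100 cells, flagged as likely toxic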;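 also: U2OS cells stably carrying GPR55 and arrestin-GFP stimulated by 5 µM LPI near EC80; imaged beta-arrestin-GFP aggregate spots per cell after agonist stimulation; plate controls were LPI-stimulated DMSO wells for no effect and DMSO wells without LPI for full effect; some results filed as inactive read as strong as hits; confirmed hits need IC50 under 10 µM and bright autofluorescent wells are also inconclusive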
# T cell HTS vesicle-bound %: also measured in T cell HTS; calls as there; double positive events, %; measured here: CD8+ vesicle-bound cell fraction;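 binding gate set so that unloaded-vesicle control wells show 10% double positive cells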
# NTR1 ag cell count 20 µM: recorded beside NTR1 ag, whose call it bears; cell count; measured here: cell count, cytotoxicity flag
# Active calls of the source: *; i = inactive; ? = inconclusive; / = no result given; [ ] = dose if it differs, or a comment. No enrichment for hits (roughly 0.62% active in at least one column).
SMILES,Salmonella PhoP GFP,KOR beta-arrestin-1,NTR1 ag,NTR1 ag cell count 20 µM,GPR35 antagonists,KOR beta-arrestin-2,GPR55 activation,West Nile antiviral,T cell HTS,T cell HTS vesicle-bound %,GPR55 antagonists
COCCNC(=O)C(C)N(c1ccc(OC)cc1)S(C)(=O)=O (centres undefined),3.8%,1.5%,0.6,62,-6.0%,1.4%,-0.1%,0.1%,i,53.0,-2.5%
CCS(=O)(=O)N1Cc2ccccc2CC1C(=O)Nc1ccc(F)c(F)c1F (centres undefined),-1.4%,38.5%,-1.0,51,-4.4%,-3.9%,-0.2%,-0.9%,i,12.4,6.2%
CCN(CC)S(=O)(=O)c1ccc(OC)c(NC(=O)C(C)Oc2ccc3c(C)cc(=O)oc3c2)c1 (centres undefined),0.8%,2.0%,3.3,38,-5.5%,0.4%,/,?,i,43.0,8.2%
COC(=O)c1c(NC(=O)CSc2nnnn2-c2ccc3c(c2)OCO3)sc(C)c1C,-1.7%,11.9%,2.3,48,-6.1%,3.7%,0.1%,-0.6%,i,38.9,7.6%
CC[C@H]1OC(=O)[C@H](C)[C@@H](O[C@H]2C[C@@](C)(OC)[C@@H](O)[C@H](C)O2)[C@H](C)[C@@H](O[C@@H]2O[C@H](C)C[C@H](N(C)C)[C@H]2O)[C@](C)(O)C[C@@H](C)C(=NOCOCCOC)[C@H](C)[C@@H](O)[C@]1(C)O,2.9%,-24.5%[20 µM],0.9,70,-6.7%,0.9%,0.3%,-0.7%,i,22.3,4.0%
Cc1cc(C)n(CCCN2CCC(C(=O)Nc3cccc(-c4cccc(F)c4)c3)CC2)n1,-4.3%,-6.9%,2.6,54,-6.4%,-1.6%,0.3%,1.4%,i,66.5,6.6%
O=C(CNC(=O)c1ccccc1)Nc1cccc(C(F)(F)F)c1,-8.9%,12.9%,-1.4,49,2.7%,-3.6%,-0.1%,-0.2%,i,18.8,8.4%
O=C(Cn1nnc(-c2ccc(CN3CCOCC3)cc2)n1)N1CCCc2ccccc21,-1.3%,13.4%,0.2,64,3.4%,-0.9%,0.4%,0.0%,i,11.6,11.5%
CC(C)c1ccc(NC(=O)C(=O)c2cn(CC(=O)N3CCCCC3)c3ccccc23)cc1,0.1%,23.5%,4.8,70,3.7%,0.8%,0.2%,-0.8%,i,11.9,2.6%
CC(C)CN(CCCNC(=O)CN1C(=O)CSc2ccc(S(=O)(=O)N3CCOCC3)cc21)CC(C)C,14.2%,-4.5%,1.6,35,-2.7%,-1.3%,0.9%,-0.2%,i,19.8,15.2%
Cc1nn(C(=O)c2ccco2)c(C)c1CN1C(=O)c2ccccc2C1=O,1.9%,-18.9%,2.1,44,2.4%,1.6%,-0.2%,-0.3%,i,6.9,-9.7%
CCC1SC(C)C/C(=N/NC(N)=O)C1C (centres undefined),-9.8%,10.7%,-0.8,62,-4.6%,3.3%,0.7%,-0.9%,i,56.9,16.9%
Cn1ccnc1Sc1ccc(/C=N/NC(=O)c2ccccc2O)cc1[N+](=O)[O-],10.8%,16.6%,0.0,53,-10.0%,3.4%,0.1%,-0.6%,i,39.7,9.1%
CC(C)C1=C2CCCCC2NC(=O)N1 (centres undefined),-16.7%,-0.5%,2.7,47,5.8%,-0.2%,-0.1%,0.1%,i,25.0,10.8%
CS(=O)(=O)N(CC(=O)NCCSCc1ccccc1)c1ccccc1Br,0.3%,-9.6%,0.1,80,-3.9%,-3.5%,-0.1%,-1.0%,i,31.0,9.0%
CC(=O)c1c(OCC(=O)O)ccc2c(C)cc(=O)oc12,3.3%,27.9%,3.3,61,-5.0%,-6.5%,-0.1%,0.5%,i,23.4,2.2%
Cc1cc(C)cc(NC(=S)NCCc2ccc(S(N)(=O)=O)cc2)c1,?,25.5%,-0.4,82,2.4%,2.2%,-0.4%,-0.6%,i,54.6,17.5%
O=C(Nc1ccc(F)cc1F)N1CCN(c2ncccn2)CC1,-10.7%,-4.1%,4.0,71,-6.7%,-6.0%,-0.2%,-0.1%,i,19.7,11.3%
O=C(c1cc2c(ccc3ccccc32)o1)N1CCCCC1,-4.6%,-7.4%,2.4,73,8.1%,-1.0%,0.3%,-0.7%,i,15.8,-1.1%
O=C(OCC(=O)N1CCCC1=O)c1cccc([N+](=O)[O-])c1,3.6%,10.3%,-0.5,60,1.1%,-2.8%,0.0%,0.2%,i,46.1,3.2%
CCOC(=O)C1CCCN(C(=O)c2cc(-c3ccc(C)cc3)nc3ccccc23)C1 (centres undefined),-3.4%,18.9%,0.6,66,-7.2%,-2.8%,-0.3%,-0.5%,i,21.0,2.7%
O=C(N/N=C/c1cccnc1)c1ccc(NC(=O)c2ccc(F)cc2)cc1,3.5%,-38.4%,-0.7,53,-0.8%,2.1%,0.3%,0.2%,i,30.9,-14.5%
CC1CC(C)CN(CC(=O)NC(c2ccccc2)c2ccccc2)C1 (centres undefined),3.6%,-17.1%[20 µM],2.3,39,15.3%,/,-0.1%,-1.3%,i,25.5,2.3%
O=[N+]([O-])c1ccc(S(=O)(=O)CC2CSc3nc4ccccc4n32)cc1 (centres undefined),10.0%,-18.9%,2.0,62,0.3%,-1.3%,0.2%,-1.6%,i,12.6,7.5%
COc1cccc(C(=O)CC(=O)C(=O)Nc2cc(OC)ccc2OC)c1,-5.8%,17.7%,-0.2,78,2.5%,-2.2%,0.0%,-1.3%,i,21.7,9.6%
SMILES,Salmonella PhoP GFP,KOR beta-arrestin-1,NTR1 ag,NTR1 ag cell count 20 µM,GPR35 antagonists,KOR beta-arrestin-2,GPR55 activation,West Nile antiviral,T cell HTS,T cell HTS vesicle-bound %,GPR55 antagonists
CCCC(=O)N(Cc1cc(=O)[nH]c2ccccc12)c1ccc(C)cc1,-4.8%,10.8%,0.7,82,-6.1%,-6.1%,-0.1%,-1.2%,i,12.8,3.3%
O=c1cc(CSc2ccccn2)[nH]c(=O)[nH]1,-11.3%,-37.0%,0.0,47,-7.1%,8.7%,0.1%,0.2%,i,53.2,8.2%
CCC(=O)N1COC[C@@H]1Cc1ccccc1,-0.4%,-30.6%,-0.8,70,22.0%,1.8%,-0.2%,0.0%,i,22.0,-3.5%
COc1ccccc1NC(=S)NCC1CCCO1 (centres undefined),-1.7%,21.9%,0.8,65,-10.1%,3.2%,0.1%,0.0%,i,60.5,6.4%
Cc1ccc(C(=O)N2CCc3ccccc32)o1,3.2%,15.7%,0.1,42,-3.3%,0.6%,0.6%,-0.1%,i,45.9,4.8%
CCOC(=O)c1[nH]c(COC(=O)CCOc2ccccc2OC)c(C(=O)OCC)c1C,2.7%,-28.1%,0.5,87,2.1%,7.1%,-0.1%,-0.9%,i,39.6,-27.6%
CCOc1ccc(-c2cn(-c3ccc(OC)cc3)c(SC)n2)cc1,9.9%,5.7%,6.5,67,19.9%,1.6%,-0.6%,-0.7%,i,3.5,17.2%
CCc1ccccc1NC(=O)CCS(=O)(=O)c1ccc2c(c1)CCCN2C(C)=O,9.8%,-46.2%,-1.0,75,6.4%,1.1%,-0.2%,-0.2%,i,28.1,-19.3%
Cc1nc(NC(=O)COC(=O)CCS(=O)(=O)c2ccccc2Cl)c(Cl)cc1Cl,6.2%,7.3%,0.9,76,-1.5%,1.1%,-0.1%,0.3%,i,25.6,-0.1%
CCn1c(SCC(=O)N(C(C)C)C(C)C)nnc1-c1cc2ccccc2cc1O,0.1%,7.2%,-3.3,98,1.4%,-0.6%,0.2%,-1.8%,i,50.2,4.3%
CCCN(CCO)Cc1cccc(Cl)c1,-5.2%,25.4%,-0.1,61,3.3%,-8.0%,-0.1%,-0.5%,i,9.4,0.9%
O=C(N/N=C/c1c[nH]c2ccccc12)c1cc(-c2ccc3ccccc3c2)n[nH]1,45.7%,16.4%,8.6,36,18.6%,14.6%,0.0%,2.0%,i,43.2,4.3%
Cc1cc(C(=O)CSc2nnnn2C)c(C)n1-c1cccc(F)c1,4.4%,-17.0%,2.5,45,12.1%,8.3%,-0.2%,-1.1%,i,18.4,-10.1%
CCOc1ccccc1N(C)S(=O)(=O)c1ccc2c(c1)CC(C)N2C(=O)C1CC1 (centres undefined),10.8%,-14.5%,5.4,54,22.6%,-1.9%,0.3%,-0.2%,i,11.2,-9.7%
Cc1nn2c(-c3ccccc3)ccnc2c1Br,0.7%,1.7%,0.0,86,2.9%,-0.9%,-0.1%,?,i,23.9,1.2%
O=C(Nc1ccccc1OC(F)F)c1ccc(S(=O)(=O)N2CCOCC2)cc1,-0.5%,-13.6%,0.3,69,-4.7%,-0.3%,-0.1%,-0.2%,i,48.0,15.4%
Cc1ccc(S(=O)OCC(=O)Nc2cc(Cl)ccc2N2CCOCC2)cc1 (centres undefined),1.0%,6.2%,6.0,77,-5.0%,-2.8%,-0.3%,-0.8%,i,60.5,9.2%
O=C(CCC1CCCC1)Nc1ccon1,10.5%,-3.8%,1.2,76,10.3%,-0.9%,-0.1%,0.5%,i,18.0,-3.2%
O=S(=O)(Nc1cccc(Cl)c1)c1ccc(-n2cccn2)cc1,/,-5.5%[20 µM],0.5,52,-4.3%,-4.7%,-0.1%,-0.7%,i,47.2,13.1%
O=C(C1=C(O)C(=O)N(CCN2CCOCC2)C1c1ccc(Br)cc1)c1cc2ccccc2o1 (centres undefined),-9.4%,16.0%,-0.7,67,-9.2%,-0.4%,-0.2%,0.1%,i,17.3,10.3%
COc1cc(-c2noc(CCC(N)=O)n2)cc(OC)c1OC,-16.3%,7.7%,-1.4,83,11.7%,15.2%,0.2%,0.2%,/,/,-1.1%
O=c1cc(-c2ccc(O)cc2)oc2cc(O)cc(O)c12,-22.6%,/,3.2,59,/,/,/,0.6%,i,37.1,/
O=P(O)(O)C(O)C(F)(F)C(F)(F)C(F)(F)C(F)F (centres undefined),2.9%,-9.1%,-0.8,97,-6.8%,-1.3%,-0.1%,0.4%,i,62.8,-7.7%

# Screening data: PubChem BioAssay, several laboratories
